# HCMV antiviral: human cytomegalovirus inhibition | HFF cells, HCMV-luciferase reporter, 72 h; active compounds read low | activity change, negative = inhibition, % at 57.5 µM | 4.5% of 410,000 active; in the data active means activity change below about -60%; inconclusive means no clear call, values can overlap the other calls; inactive means above about -39%
#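 Screen run at 2 compound doses on HFFs infected with reporter HCMV, MOI 1 PFU/cell. Luciferase activity from cell lysates at 72 h post infection gave inhibition relative to buffer-only and Salinomycin wells.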
# Sm TGR inh: S. mansoni TGR enzyme inhibition; Potency, µM (titrated, usually from 114 µM), without a hit: top-dose activity change, negative = inhibition, most hits filed as inhibitors; AID 485364; Q962Y6; 3% of 360,000 active; purified TGR, DTNB reduction, TNB absorbance 405 nm; further: potency means the concentration at half of the fitted maximal effect; nearly all actives have a fitted effect of over 60% in size
#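 TGR 20 nM + NADPH 100 uM (dispensed conc.), cpd preinc 15 min RT; start with NADPH (500 uM addition) then DTNB (15 mM addition). Kinetic TNB absorbance, 405 nm filter. Four-parameter Hill fit across titration.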
# AMA1 RON2 block: disrupts binding of P. falciparum AMA1 to RON2 | AlphaScreen AMA1-biotinylated RON2 peptide binding | Potency, µM (series often up to 58.2 µM), for inactives: at the highest dose activity change, negative = inhibition, actives largely listed as inhibitors | 0.2% of 360,000 active;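 further: potency means the concentration at half of the fitted maximal effect; 0% = vehicle wells and -100% = peptide control; nearly all actives have a fitted effect of over 45% in size; some results filed as inactive show a strong effect at the top dose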
#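 AMA1 (3D7) with his tag at 25 nM final met compounds first, then biotinylated RON2 peptide at 25 nM; detection used donor plus acceptor beads, 10 µg/mL apiece, read by AlphaScreen after 30 min at room temperature.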
# AmpC inh detg: blocks E. coli AmpC beta-lactamase in detergent assay | Potency, µM (titrated, usually from 114 µM), for inactives: at the top dose activity change, negative = inhibition, actives largely listed as inhibitors | P00811 | AmpC hydrolysis of nitrocefin, absorbance 480 nm, 0.01% Triton | 0.041% of 370,000 active;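 further: potency means the concentration at half of the fitted maximal effect; 0% = no-compound wells and -100% = no-enzyme wells; nearly all actives have a fitted effect of over 25% in size; some results filed as inactive show a strong effect at the top dose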
# Target sequence (P00811 whole entry, looked up): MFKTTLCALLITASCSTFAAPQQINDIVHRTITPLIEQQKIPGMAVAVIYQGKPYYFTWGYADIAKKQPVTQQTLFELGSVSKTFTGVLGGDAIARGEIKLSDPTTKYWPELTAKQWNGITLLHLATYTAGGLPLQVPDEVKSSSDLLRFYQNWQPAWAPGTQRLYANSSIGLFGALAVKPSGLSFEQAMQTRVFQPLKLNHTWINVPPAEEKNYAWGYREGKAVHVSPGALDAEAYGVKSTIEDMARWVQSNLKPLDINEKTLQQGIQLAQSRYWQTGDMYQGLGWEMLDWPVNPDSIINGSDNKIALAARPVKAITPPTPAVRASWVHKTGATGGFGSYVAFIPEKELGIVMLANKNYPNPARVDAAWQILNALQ
#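 20 mM phosphate pH 7.0 + 0.01% (detergent screen) or 0.0001% Triton X-100; 5.3 nM AmpC reagent; cpd preinc 15 min RT; nitrocefin (800 uM stock) to start; A480 q20 s × 4 min; Activity was normalised to no-enzyme and no-compound control wells.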
# LmPK inh: blocks Leishmania mexicana pyruvate kinase activity; Q27686; purified LmPK, Kinase-Glo ATP luminescence, 1 h; Potency, µM (titrated, usually from 57.5 µM), inactives show at the top dose activity change, negative = inhibition, actives largely listed as inhibitors; 0.37% of 290,000 active; further: potency means the concentration at half of the fitted maximal effect
# Target sequence (Q27686 whole entry, looked up): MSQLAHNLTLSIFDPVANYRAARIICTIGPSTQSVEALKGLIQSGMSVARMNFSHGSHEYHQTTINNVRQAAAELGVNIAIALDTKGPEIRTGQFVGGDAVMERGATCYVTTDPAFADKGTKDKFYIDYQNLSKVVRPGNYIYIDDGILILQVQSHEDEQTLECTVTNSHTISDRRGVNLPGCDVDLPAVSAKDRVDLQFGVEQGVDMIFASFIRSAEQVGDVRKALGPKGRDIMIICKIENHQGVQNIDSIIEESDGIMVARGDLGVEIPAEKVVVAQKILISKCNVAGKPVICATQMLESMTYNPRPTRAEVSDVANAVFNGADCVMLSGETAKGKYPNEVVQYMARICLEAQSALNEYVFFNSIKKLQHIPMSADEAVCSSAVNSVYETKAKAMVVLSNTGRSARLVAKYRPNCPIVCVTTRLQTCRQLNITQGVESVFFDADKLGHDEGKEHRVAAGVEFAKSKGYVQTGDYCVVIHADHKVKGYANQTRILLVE
#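 Pyruvate kinase activity monitored as ATP production (luciferase luminescence). Conditions: 0.1 nM enzyme, 0.5 mM PEP, 0.1 mM ADP, 1 h, RT; normalized against uninhibited and no-enzyme wells.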
# AmpC inh no detg: inhibitors of E. coli AmpC beta-lactamase without detergent. 0.52% of 330,000 active. AmpC nitrocefin hydrolysis, absorbance 480 nm, 0.0001% Triton. P00811. Potency, µM (highest dose often 57.1 µM), for the others: top-dose activity change, negative = inhibition, usual class: inhibitors;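 further: potency means the concentration at half of the fitted maximal effect; plate controls were no compound for no effect and no enzyme for full effect; nearly all actives have a fitted effect of over 20% in size; some results filed as inactive show a strong effect at the top dose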
#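 20 mM phosphate pH 7.0 + 0.01% (detergent screen) or 0.0001% Triton X-100; 5.3 nM AmpC reagent; cpd preinc 15 min RT; nitrocefin (800 uM stock) to start; A480 q20 s × 4 min; Activity was normalised to no-enzyme and no-compound control wells.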
# TbPYK inhibitor: blocks Trypanosoma brucei pyruvate kinase. Q57TT1. TbPYK enzyme, Kinase-Glo Plus ATP luminescence, 45 min. Potency, µM (doses to about 76.8 µM), without a hit: top-dose activity, negative = inhibition, actives largely listed as inhibitors. 0.12% of 410,000 active. AID 624173; further: potency means the concentration at half of the fitted maximal effect; nearly all actives have a fitted effect of over 50% in size
#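 Luminescence from Kinase-Glo Plus, added after a 45-minute room-temperature reaction, served as the end-point read-out. The enzyme and substrate were preincubated with compound before ADP (130 uM final) initiated turnover. Concentration-effect curves came from normalized qHTS data.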
# The depositor's hits bear a star; ? = inconclusive; · = not tested or not shown; [ ] = remark or other dose. Unless noted, the call rests on the fitted dose curve; in most records, active means well fitted curve in the direction sought with a large enough effect; inconclusive means small, poorly fitted or top-dose-only effect, or another doubt; inactive means no such curve, though single readings can be large; an effect the other way counts as inactive or inconclusive. Unless noted, on the % scale 0 is the no-effect control and ±100 the full control effect.
SMILES,HCMV antiviral,Sm TGR inh,AMA1 RON2 block,AmpC inh detg,LmPK inh,AmpC inh no detg,TbPYK inhibitor
COc1ccc(N(C(=O)c2ccco2)C(C(=O)NC2CCCC2)c2ccncc2)cc1OC (centres undefined),0.5,-27.8%,-2.8%,-3.2%,1.3%,-1.8%,1.6%
CC(NC(=O)Cc1cccs1)c1ccncc1 (centres undefined),-4.3,-5.6%,-2.6%,-11.7%,5.2%,2.2%,-2.6%
O=C(Cn1c(=O)n(Cc2ccco2)c(=O)c2c3c(sc21)CCCC3)Nc1ccccc1,0.9,50.1µM*,-14.5%,?,4.1%,?,-6.0%
CCSC1=NC2(CCN(C(=O)NC3CCCCC3)CC2)N=C1c1ccc(OC)cc1,-21.0,0.4%,·,-1.3%,·,·,1.3%
Cc1ccc2c(c1)NC(=O)C(CC(=O)NCCCN1CCCCC1)O2 (centres undefined),12.3,100µM*,-4.8%,?,9.0%,0.1%,1.4%
O=C(O)C1C2C=CC(C2)C1C(=O)N1CCN(CCO)CC1 (centres undefined),19.8,-22.0%,-6.0%,-12.6%,-9.2%,-17.7%,20.9%
Oc1c(Cl)cc(Cl)cc1CNc1nc2ccccc2[nH]1,15.3,0.8%,18.5%,-2.7%,9.1%,-54.4%,0.8%
Cc1nc2[nH]c(=S)[nH]c2cc1Br,-5.1,-29.9%,32.8%[activator],2.1%,-3.1%,-14.2%,-25.5%
CN(C(=O)c1cccc(NC(=O)Cc2cccc(NC(=O)C3CCN(C(=O)c4ccccc4)CC3)c2)c1)C1CCCC1,5.6,·,8.5%,·,·,·,1.5%
CN(C(=O)N1CCN(S(=O)(=O)c2ccccc2)CC1)c1ccccc1,-39.5,-2.5%,-1.6%,-7.1%,-3.0%,1.1%[2.29 µM],-0.8%
C=CCn1c(Oc2ccc(C=O)cc2OCC)nc2c1c(=O)n(C)c(=O)n2C,42.2,0.2%,4.4%,0.0%,2.7%,17.7%,-4.7%
Cc1cccc(C)c1OCC(=O)Nc1ccncc1,1.5,-3.2%,-16.9%,-4.9%,2.4%,-15.8%,1.7%
Cc1ccc(C2C=C(c3ccc(Cl)cc3)Nc3nc(NC(=O)c4ccco4)nn32)cc1 (centres undefined),-62.1*,12.6µM*,·,4.5%,·,·,-11.7%
Cc1cc(C(=O)N/N=C\c2cc(C(C)(C)C)c(O)c(C(C)(C)C)c2)n[nH]1,-30.6,-17.0%,21.8%,-14.5%,-4.1%,-26.9%,-4.4%
O=C1c2ccccc2C(=O)N1/N=C/c1ccc(O)c(O)c1O,·,50.1µM*,-22.9%,-0.5%,-7.4%,-50.4%,?
O=C(CSc1nc2ccccc2o1)N1c2ccccc2Sc2ccc(Cl)cc21,-28.3,-17.6%,9.8%,-6.0%,2.6%,-45.6%,1.8%
CCOC(=O)Nc1nc(-c2ccccc2)c(C(=O)c2ccccc2)s1,-29.2,-1.5%,-0.6%,-10.9%,2.6%,-34.0%,-3.1%
CC(=O)NC(C)Cc1cn(Cc2ccccc2)c2ccccc12 (centres undefined),72.3,-10.1%,-7.1%,-0.6%,-0.8%,80.7%[activator],-1.2%
C/C(=N\S(=O)(=O)c1ccc(C)cc1)N1CCCCC1,13.5,-1.7%[57.1 µM],-3.4%,0.8%,-6.5%,-17.3%,-10.0%
O=C(COC(=O)c1ccc([N+](=O)[O-])o1)Nc1ccc2c(c1)OCO2,101.1,·,5.1%,·,·,-14.0%,-13.4%
Cc1nc2c([nH]c3ccc(Br)cc32)s1,?,4.5%,-1.2%,3.8%,-7.3%,-20.6%,1.5%
Cc1nn(C)cc1/C=C/C(=O)c1ccccc1,-25.5,-21.2%,-21.9%,-2.3%,?,-9.8%,-4.4%
COc1ccccc1C(=O)OCCc1ccccc1,-100.0*,·,12.2%,·,·,·,3.4%
Cc1ccc(CC2(OCCN(C)C)CCC(C(C)(C)C)CC2)cc1 (centres undefined),?,·,-13.4%,·,·,·,1.4%
COC(=O)COc1cccc(NC(=O)COc2ccccc2)c1,-30.1,12.3%,-2.8%,?,-4.6%,-3.8%,-2.3%

# Arranged by SMILES length (high to low): 5 of the compounds above.
SMILES,HCMV antiviral,Sm TGR inh,AMA1 RON2 block,AmpC inh detg,LmPK inh,AmpC inh no detg,TbPYK inhibitor
O=C(Cn1c(=O)n(Cc2ccco2)c(=O)c2c3c(sc21)CCCC3)Nc1ccccc1,0.9,50.1µM*,-14.5%,?,4.1%,?,-6.0%
CCSC1=NC2(CCN(C(=O)NC3CCCCC3)CC2)N=C1c1ccc(OC)cc1,-21.0,0.4%,·,-1.3%,·,·,1.3%
CCOC(=O)Nc1nc(-c2ccccc2)c(C(=O)c2ccccc2)s1,-29.2,-1.5%,-0.6%,-10.9%,2.6%,-34.0%,-3.1%
Cc1ccc2c(c1)NC(=O)C(CC(=O)NCCCN1CCCCC1)O2 (centres undefined),12.3,100µM*,-4.8%,?,9.0%,0.1%,1.4%
O=C1c2ccccc2C(=O)N1/N=C/c1ccc(O)c(O)c1O,·,50.1µM*,-22.9%,-0.5%,-7.4%,-50.4%,?

# (next part)
SMILES,HCMV antiviral,Sm TGR inh,AMA1 RON2 block,AmpC inh detg,LmPK inh,AmpC inh no detg,TbPYK inhibitor
COc1ccc(-c2c(C)cc3oc(=O)cc(-c4ccccc4)c3c2C)cc1C=O,-27.9,·,-4.4%,·,·,-15.5%,2.1%
NC(=O)CC(NC(=O)Cc1cccc2ccccc12)c1ccc(N2CCN(c3ccccn3)CC2)c([N+](=O)[O-])c1 (centres undefined),16.4,5.1%,0.8%,-9.2%,-0.4%,72.8%[activator],-8.6%
Cc1cccc(N2CCN(C(=O)c3cccc(N4C(=O)C5CC=CC(C)C5C4=O)c3)CC2)c1C (centres undefined),-14.4,-18.6%,-7.5%,0.1%,3.0%,94.1%[activator],-8.6%
CC(C)C(=O)Nc1c(-c2ccccc2F)c(=O)c2ccccc2n1C,15.7,-4.1%,3.3%,-8.5%,-0.6%,-16.4%,-0.6%
c1ccc(CNCc2ccc(CNCc3ccccc3)cc2)cc1,-24.9,·,15.0%,·,·,·,4.1%
O=C(Nn1c(O)c(C=C2N=c3ccccc3=N2)sc1=S)c1ccccc1,13.5,-24.7%,39.1%[activator],-13.2%,10.0%,-37.5%,-11.8%
O=C1NC2(CCCCC2)OC12CCCCC2,17.6,·,9.4%,·,·,·,0.7%
CN(C)c1ccc(-c2nnn(Cc3ccccc3Br)n2)cc1,-30.4,-14.3%,-25.9%,?,2.1%,-14.3%,-12.3%
Cc1csc(SCC(=O)NC2CCS(=O)(=O)C2)n1 (centres undefined),-9.4,·,14.7%,·,·,-16.2%,0.9%
CCN(CC)C(=O)c1nc[nH]c1C(=O)N(CC)CC,1.0,-12.9%,-1.0%,-3.1%,·,-0.8%,-2.0%
CC1CCN(c2oc(-c3cccc4ccccc34)nc2C#N)CC1,27.9,-12.9%,2.2%,?,5.5%,-21.5%,-4.3%
COc1ccc(Nc2nc(N)nc(C(F)(F)F)n2)c(OC)c1,-13.6,8.0%,-4.1%,-3.0%,3.0%,-2.4%,-1.1%
CCOC(=O)c1c(C)n(C)c2ccc(OC(C)=O)cc12,5.3,-1.8%,5.4%,-3.0%,-0.9%,-9.2%,-2.2%
CCn1c(N)c(C(=O)COC(=O)CCc2nc3ccccc3c(=O)[nH]2)c(=O)[nH]c1=O,20.5,-12.3%,13.7%,-7.0%,·,-32.0%,0.3%
O=C(NC12CC3CC(CC(C3)C1)C2)c1cccnc1Cl,5.3,-4.3%,1.3%,?,-4.9%,-18.4%,-0.4%
Cc1ccccc1N1CCN(S(=O)(=O)c2ccc3oc(=O)ccc3c2)CC1,-31.1,1.4%,-5.2%,-11.9%,-1.1%,-5.3%,0.6%
CCCCCCSc1ccc([C@H]2N[C@@](Cc3ccccc3)(C(=O)OC)[C@H]3C(=O)N(CC)C(=O)[C@@H]23)cc1,30.5,-5.0%,-0.4%,0.2%,·,-5.9%,-4.2%
COc1cc(NS(=O)(=O)c2ccc(NC(=S)NC(=O)CC(C)C)cc2)nc(OC)n1,20.2,?,-8.6%,?,6.2%,-38.8%,0.5%
CCC(=O)N(Cc1cc(=O)[nH]c2ccccc12)c1ccc(C)cc1,-23.4,-12.5%,-15.5%,-5.5%,4.9%,-12.8%,-3.2%
CC(=O)Nc1ccc2c(c1)OCO2,-10.8,-3.3%,14.1%,-11.1%,2.1%,-0.2%[11.4 µM],5.5%
COC(=O)c1sccc1NC(=O)Nc1cc(C)ccc1OC,-5.4,3.4%,-6.4%,-3.3%,1.0%,-13.0%,1.0%
CCOCCCNC(=O)c1ccc(-n2c(-c3ccccc3)cc3c2CCCCC3)cc1,?,-9.6%,·,-0.6%,·,·,0.6%
Cn1nc(C(C)(C)C)c([N+](=O)[O-])c1C(N)=O,13.4,-20.7%,-1.1%,4.3%,0.5%,-6.8%,-3.0%
CC1CN(C(=O)CCC(=O)NCc2cccnc2)c2ccccc2O1 (centres undefined),12.5,10.2%,0.0%,-2.7%,-3.5%,-3.2%,-5.3%
CCCCNC(=O)CCn1c(=O)c2ccccc2n(CC(=O)Nc2ccccc2OCC)c1=O,-14.8,-3.5%,4.0%,3.2%,0.9%,-4.9%,0.7%
COc1ccc(CCNC(=O)CNS(=O)(=O)c2ccc(Br)cc2)cc1,?,·,-0.2%,·,·,·,0.6%

# One compound at a time (already shown). Order of values: HCMV antiviral	Sm TGR inh	AMA1 RON2 block	AmpC inh detg	LmPK inh	AmpC inh no detg	TbPYK inhibitor
# Record of `Cc1csc(SCC(=O)NC2CCS(=O)(=O)C2)n1` (centres undefined) = -9.4	·	14.7%	·	·	-16.2%	0.9%
# Record of `c1ccc(CNCc2ccc(CNCc3ccccc3)cc2)cc1` = -24.9	·	15.0%	·	·	·	4.1%
# Record of `CC1CCN(c2oc(-c3cccc4ccccc34)nc2C#N)CC1` = 27.9	-12.9%	2.2%	?	5.5%	-21.5%	-4.3%
